Source: PubChem
FEN1 inhibitor: human FEN1 inhibition | P39748 | Potency, µM (titrated, usually from 114 µM), without a hit: at the top dose activity change, negative = inhibition, actives largely listed as inhibitors | Recombinant FEN1 flap cleavage, fluorescence, 15 min | hit rate 0.35% among 390,000; also: nearly all actives have a fitted effect of over 65% in size
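Compounds are tested as a concentration series against 10 nM FEN1; after a 15 min room-temperature preincubation, 50 nM substrate starts cleavage, with plate reads at 0 and 15 min. Normalized responses are fitted by a Hill equation.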
TDP1 cell CPT: growth inhibition of DT40 Tdp1-/-;hTDP1 cells with camptothecin (screen for TDP1 inhibitors); Potency, µM (titrated, usually from 46.2 µM), without a hit: top-dose activity change, negative = growth inhibition, actives largely listed as inhibitors; hit rate 12% among 420,000; chicken DT40 Tdp1-/-;hTDP1 cells + 20 nM CPT, ATP luminescence, 48 h; also: nearly all actives have a fitted effect of over 55% in size
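Chicken DT40 Tdp1-/- cells stably complemented with human TDP1 were seeded at 400 cells/well in medium containing 20 nM camptothecin, exposed to pin-transferred compounds, and grown at 37 °C for at least 48 hr. Viability was read as ATP luminescence.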
GCN5L2 inh: inhibitors of human GCN5L2 histone acetyltransferase; Q92830; GCN5L2 HAT assay, ThioGlo1 CoA-SH fluorescence; hit rate 0.21% among 390,000; Potency, µM (titrated, usually from 58.9 µM), inactives show at the top dose activity change, negative = inhibition, actives largely listed as inhibitors
Target sequence (Q92830 whole entry, looked up): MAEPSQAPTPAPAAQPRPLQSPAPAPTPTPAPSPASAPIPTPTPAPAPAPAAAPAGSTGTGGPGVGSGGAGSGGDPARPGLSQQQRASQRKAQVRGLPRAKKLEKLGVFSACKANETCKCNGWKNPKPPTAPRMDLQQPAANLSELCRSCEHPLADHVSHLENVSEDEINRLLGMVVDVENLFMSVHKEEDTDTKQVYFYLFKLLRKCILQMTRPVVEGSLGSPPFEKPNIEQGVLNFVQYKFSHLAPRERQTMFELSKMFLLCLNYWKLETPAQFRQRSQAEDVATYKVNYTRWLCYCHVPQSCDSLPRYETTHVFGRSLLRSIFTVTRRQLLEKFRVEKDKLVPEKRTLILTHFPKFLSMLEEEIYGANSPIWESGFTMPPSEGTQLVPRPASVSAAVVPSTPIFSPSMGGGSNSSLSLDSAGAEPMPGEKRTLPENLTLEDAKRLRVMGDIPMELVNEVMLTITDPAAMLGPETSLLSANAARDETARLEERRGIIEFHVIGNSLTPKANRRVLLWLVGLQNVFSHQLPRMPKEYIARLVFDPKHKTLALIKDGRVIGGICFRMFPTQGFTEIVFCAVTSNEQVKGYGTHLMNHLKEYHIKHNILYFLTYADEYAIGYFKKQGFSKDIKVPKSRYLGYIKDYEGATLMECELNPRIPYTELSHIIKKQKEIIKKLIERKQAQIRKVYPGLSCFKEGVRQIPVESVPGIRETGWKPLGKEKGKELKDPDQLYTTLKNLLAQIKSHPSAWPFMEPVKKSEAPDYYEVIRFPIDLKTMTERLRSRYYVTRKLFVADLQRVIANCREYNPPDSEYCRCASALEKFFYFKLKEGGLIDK
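Free CoA generated was detected with ThioGlo1 (50uM) fluorescence at Ex340nm/Em540nm, read immediately and after 20 min at room temperature. Enzyme, 20 nM in HEPES pH 7.5 buffer, saw compounds 15 min before adding 75uM H3(1-25) peptide and 70uM acetyl-CoA.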
Active calls of the source: *; u = inconclusive; x = no result given. Calls follow the shape of the dose curve; as a rule, active = well fitted curve in the direction sought with a large enough effect; inconclusive = small, poorly fitted or top-dose-only effect, or another doubt; inactive = no such curve, though single readings can be large; an effect the other way counts as inactive or inconclusive. % is scaled to controls: 0 for no effect and ±100 for the full control effect; potency is read from the fitted curve at half-maximal effect. These rows are one share of the data (hit frequency here may not be typical).

SMILES	FEN1 inhibitor	TDP1 cell CPT	GCN5L2 inh
CC(C)CCNC(=O)NC(=O)COC(=O)c1cc(S(=O)(=O)N2CCOCC2)ccc1N1CCCCC1	-16%	u	-4%
COC(=O)N=Nc1c(O)[nH]c2ccc(Br)cc12	8%	-9%	-2%
O=C(CSc1c2c(nc3ccccc13)CCC2)Nc1ccc(F)cc1	0%	u	0%
COc1cc(S(=O)(=O)Nc2cccc3cn[nH]c23)c(OC)cc1C	12%	-56%	-24%
CCCCCCC(=O)N1CCC(c2nc3c(nnn3Cc3ccccc3Cl)c(=O)[nH]2)CC1	-16%	18µM*	-9%
COc1cccc(CNC(=O)CSC2=Nc3ccccc3C3=NC(C(C)C)C(=O)N23)c1 (stereo not given)	1%	2%	-11%
O=C(NC(c1ccccc1)c1ccccc1)c1ccc(CO)cc1	-1%	12%	-3%
CCN(CC)S(=O)(=O)c1cccc(NC(=O)COC(=O)/C=C/c2cccs2)c1	-17%	-23%	-12%
COCCn1c(SCc2ccccc2)nc2c1c(=O)[nH]c(=O)n2C	-7%	-21%	u
CC(C)N(C(=O)[C@H]1CC(CC(=O)NC(C)(C)C)C(=O)N2CCc3c([nH]c4ccccc34)[C@]12C)C(C)C (stereo not given in full)	-12%	u	-2%
O=C(OCc1ccccc1)c1cccc(-c2nnc(-c3ccccc3)o2)c1	-21%	u	-8%
Cc1c(NC(=O)OCCNC(=O)COc2c(Cl)cccc2Cl)sc(=S)n1C	1%	2%	17%
Cc1ccc2c(c1)-c1c(cnn1CC(=O)N(Cc1ccco1)C1CCCCC1)CO2	u	u	-13%
Cc1ccc(S(=O)(=O)N2CCN(C(=O)COC(=O)c3cc([N+](=O)[O-])ccc3NCCO)CC2)c(C)c1	4%	u	-8%
CCC(C(=O)Nc1ccc(C(C)=O)cc1)n1cnc2nc3c(cc2c1=O)CCCC3 (stereo not given)	-4%	-23%	-11%
COc1ccc(-c2nc3sc(CCNC(=O)c4ccc(Br)o4)c(C)n3n2)cc1	4%	16µM*	-9%
CC(=O)Nc1ccc(C(=O)OCC(=O)Nc2c(F)cccc2F)cc1	13%	-10%	-11%
Cc1ccc(CNc2ncccc2-c2nc(-c3ccc(Cl)cc3)no2)cc1	16%	-11%	-3%
COc1cc(/C=N/NC(=O)c2nnn(-c3nonc3N)c2C(C)C)ccc1OCc1ccccc1	-25%	u	u
Cc1ccc(CNC(=O)c2nc(SCc3ccc(C)cc3)ncc2Cl)cc1	18%	-10%	-6%
O=C(CSc1nccn1-c1ccccc1)c1ccc(Cl)cc1	6%	-17%	-7%
O=C(Nc1ccc(F)cc1F)c1ccc2c(c1)[nH]c(=O)n2Cc1ccc(F)cc1	20%	u	-7%
O=C(Nc1ccc2c(c1)OCCO2)C1CCCN(S(=O)(=O)c2cccc3nsnc23)C1 (stereo not given)	3%	u	-8%
CCCS(=O)(=O)N1CCC(C(=O)NCc2cccnc2)CC1	11%	-10%	-7%
CCOc1ccc(CNn2nnnc2N)cc1	-8%	-2%	-1%
Cc1ccccc1NC(=O)CSc1nc(-c2ccccc2)cn1-c1ccccc1F	1%	u	-15%
Cc1ccccc1OCC(=O)Nc1cccc(NC(=O)c2ccco2)c1	-21%	u	6%
Cc1noc(C)c1NC(=O)N(C)C[C@H]1Oc2c(NC(=O)Cc3ccccc3)cccc2C(=O)N([C@H](C)CO)C[C@@H]1C	17%	4%	-1%
CCOc1nc(-c2ccccc2)ccc1-c1noc(COc2ccccc2)n1	-16%	u	-5%
O=[N+]([O-])c1ccc2c3n([n+]([O-])c2c1)CCN=C3c1ccc(Cl)cc1	-17%	9.2µM*	-6%

Reformatted with each value named: four of the compounds above
> CC(=O)Nc1ccc(C(=O)OCC(=O)Nc2c(F)cccc2F)cc1
  FEN1 inhibitor: 13%; TDP1 cell CPT: -10%; GCN5L2 inh: -11%
> Cc1ccc(CNc2ncccc2-c2nc(-c3ccc(Cl)cc3)no2)cc1
  FEN1 inhibitor: 16%; TDP1 cell CPT: -11%; GCN5L2 inh: -3%
> COc1cc(/C=N/NC(=O)c2nnn(-c3nonc3N)c2C(C)C)ccc1OCc1ccccc1
  FEN1 inhibitor: -25%; TDP1 cell CPT: u; GCN5L2 inh: u
> Cc1ccc(CNC(=O)c2nc(SCc3ccc(C)cc3)ncc2Cl)cc1
  FEN1 inhibitor: 18%; TDP1 cell CPT: -10%; GCN5L2 inh: -6%

More structures follow:
SMILES	FEN1 inhibitor	TDP1 cell CPT	GCN5L2 inh
Cc1ccc(NC(=O)CSc2cn[nH]n2)cc1	1%	1%	-8%
Cc1ccc2nc(NCc3ccccc3)c(C#N)cc2c1	-9%	2%	-2%
CCCc1nc2ccccc2c(=O)n1-c1c(C)n(C)n(-c2ccccc2)c1=O	1%	26µM*	-1%
CCC(=O)c1cc2c(cc1NC(=O)c1ccccc1)OCCO2	7%	-22%	-7%
NC(=NC(=O)c1ccc(OCC(F)(F)F)nc1)c1ccccc1	-6%	-29%	-12%
CC(C)[C@H](NC(=O)c1ccccc1)C(=O)OCC(=O)N1CC2(C)CC1CC(C)(C)C2 (stereo not given in full)	3%	-18%	1%
CCNC(=O)CSc1nc2sccc2c(=O)n1-c1ccccc1	-12%	-10%	-17%
Cc1nc2sc3c(c2c(=O)[nH]1)CCCCC3	2%	-3%	0%
CSCCC1NC2(C(=O)Nc3c(C)cc(Cl)cc32)[C@@H]2C(=O)N(C3CCCC3)C(=O)[C@H]12 (stereo not given in full)	-20%	u	-8%
Cc1ccc(Cn2nnnc2CN2CCC(O)(c3ccc(F)cc3)CC2)cc1	-5%	-3%	2%
CCOc1ccc(-c2cc3nc(C4CCN(C(=O)OC(C)(C)C)CC4)c(C(=O)Nc4ccc(C)cc4C)cn3n2)cc1	-1%	18µM*	-15%
Nc1cc(N)cc(N)c1	u	4.5µM*	x
Cc1onc(-c2ccccc2Cl)c1C(=O)NCc1ccco1	-7%	u	-11%
Cc1ccc(C(=O)N2CCN(c3ccc(N4CCOCC4)nn3)CC2)cc1C	-1%	2%	-6%
COc1cccc2cc(C(C)N(CCCN3CCOCC3)C(=S)Nc3cc(C)cc(C)c3)oc12 (stereo not given)	11%	-15%	-15%

Single entries from the list:
CC(C)[C@H](NC(=O)c1ccccc1)C(=O)OCC(=O)N1CC2(C)CC1CC(C)(C)C2 (stereo not given in full) in GCN5L2 inh is entered as 1%
CCOc1ccc(-c2cc3nc(C4CCN(C(=O)OC(C)(C)C)CC4)c(C(=O)Nc4ccc(C)cc4C)cn3n2)cc1 in GCN5L2 inh is entered as -15%
CCC(=O)c1cc2c(cc1NC(=O)c1ccccc1)OCCO2 in TDP1 cell CPT is entered as -22%
Cc1onc(-c2ccccc2Cl)c1C(=O)NCc1ccco1 in FEN1 inhibitor is entered as -7%
NC(=NC(=O)c1ccc(OCC(F)(F)F)nc1)c1ccccc1 in TDP1 cell CPT is entered as -29%
Cc1ccc2nc(NCc3ccccc3)c(C#N)cc2c1 in FEN1 inhibitor is entered as -9%

(further entries)
SMILES	FEN1 inhibitor	TDP1 cell CPT	GCN5L2 inh
O=C(COC(=O)c1ccc(Br)o1)Nc1ccc(N2CCOCC2)cc1	-5%	-8%	-3%
C=CCn1c(NCc2ccc(OC)cc2)nc2ccccc21	15%	-19%	3%
CCOC(=O)C1CCN(S(=O)(=O)c2cccc(C(=O)Nc3ccccc3)c2)CC1	-2%	5%	0%
CCOc1nc(C#N)nc(N(c2ccccc2)c2ccccc2)n1	2%	1%	x
O=C(CCN1C(=O)/C(=C\c2ccccc2)SC1=S)Nc1ccc(C(=O)O)cc1	-15%	7%	-22%
Cc1ccc(NC(=O)Nc2c(C)n(C)n(-c3ccccc3)c2=O)cc1C	6%	16µM*	-1%
O=C(CSc1nnc2ccccn12)NCCN1C(=O)CSC1=O	10%	3%	-14%
Cc1cnc(NC(=O)CSc2nnc(C)n2N)s1	0%	-72%	-4%
CC(C)CN(CCNC(=O)c1cn(C)c2ccc(S(=O)(=O)N3CCOCC3)cc2c1=O)CC(C)C	-6%	u	-9%
Cc1ccc2oc(C(=O)N(C)Cc3ccc(C)o3)c(C)c2c1	-28%	8.2µM*	-16%
O=C(CCN1C(=O)c2ccccc2C1=O)C1=NN[C@@H]2C(=O)N(c3ccc(F)cc3)C(=O)[C@H]12	3%	-3%	-2%
COC(=O)c1ccc(NC(=O)C(=O)NCC(c2cccnc2)N2CCc3ccccc32)cc1 (stereo not given)	9%	15µM*	-3%
Cc1cccc(N2C(=O)CC(N3CCOCC3)C2=O)c1 (stereo not given)	5%	0%	-7%
O=C(O)c1cccc(N/N=C(\N=Nc2ccccc2)c2ccccc2)c1	-3%	u	-30%
CN(C)c1nc(Oc2ccc(C(=O)OCC(=O)Nc3ccccc3)cc2)nc(N(C)C)n1	-8%	-14%	-4%
CN1CCN(S(=O)(=O)c2ccc(NN)nc2)CC1	1%	u	0%
Cc1onc(-c2ccccc2)c1CNS(=O)(=O)c1ccc(F)cc1F	18%	u	2%
COc1cc2c(cc1OC)C(C(=O)NCc1ccco1)C(c1cccs1)N(C)C2=O (stereo not given)	-3%	-23%	6%
COc1ccc(N(CC(=O)N2CCN(C)CC2)S(=O)(=O)c2ccccc2)cc1OC	7%	-9%	-7%
Cn1c(=O)c(=O)n(C)c2cc(S(=O)(=O)N3CCN(c4ccccc4)CC3)ccc21	4%	u	0%
COc1ccc(Cn2c(=S)[nH]c3cc(C(=O)NCCCN4CCOCC4)ccc3c2=O)cc1	-2%	-15%	0%
COC(=O)[C@@H]1CCCN1C(=O)CCc1nnc(CCC2CCCCC2)o1	18%	-21%	-3%
COc1ccc(-c2nc(-c3ccccn3)nc(N3CCN(C)CC3)c2C#N)cc1	13%	-2%	-5%
COc1cc(C(=O)NC2CCCc3ccccc32)cc(OC)c1OC (stereo not given)	-5%	-6%	-4%
O=C(CCC(=O)N1CCOc2ccc(Cl)cc21)N1CCN(c2ccccn2)CC1	13%	-22%	-14%
Cc1nc2ccc(F)cc2cc1C(=O)Nc1cccc(Cl)c1C	7%	-24%	-6%
COc1ccc(-c2csc(Nc3cccc(C)n3)n2)cc1	-4%	u	-16%
Cc1ccc2nc(/C(C#N)=C/c3ccc(-c4cccc([N+](=O)[O-])c4)o3)[nH]c2c1	45µM*	u	-19%
Cc1ccc2c(Cl)cc(Cl)c(OCC(=O)N3CCOCC3)c2n1	-10%	-2%	0%
COc1ccc(S(=O)(=O)N2CCC(C(=O)N[C@H](C(=O)NC3CCCC3)C(C)C)CC2)cc1	-3%	-16%	-5%
Cc1nnc(SCC(=O)Nc2sc3c(c2C#N)CCCCC3)n1N	-4%	9%	-1%
O=C1CSC(c2cn(-c3ccccc3)nc2-c2cc3ccccc3oc2=O)N1Cc1ccco1 (stereo not given)	14%	u	-14%
O=C(c1cnccn1)N1CCC[C@@]2(CCN(C(c3ccccc3)c3ccccc3)C2)C1	x	-23%	-5%
O=C(CSc1n[nH]c(=O)n1-c1cccnc1)Nc1ccccc1	20%	4%	u
Cc1ccc(NC(=O)C(C)N2C(=O)c3ccccc3C2=O)nc1 (stereo not given)	-4%	13%	0%
Nc1nc(CSc2ncn[nH]2)nc(Nc2ccc(F)cc2)n1	17%	16%	-4%
Cc1cc(C)cc(OC(C)C(=O)Nc2ccccc2C(=O)NCc2cccnc2)c1 (stereo not given)	6%	u	-10%
CC1CCN(C(=S)NC(=O)c2cccs2)CC1	1%	u	-10%
Cc1cc(C)c(NC(=O)CCCC(=O)O)c(Cl)c1	6%	-4%	-10%
O=C(/C=C/c1cccs1)N1CCCCC1	3%	-11%	2%
CC(=O)N1CCN(c2ccccc2NC(=O)c2cccc3c(Cl)cccc23)CC1	-13%	15µM*	-6%
CCc1nnc(NC(=S)Nc2ccccc2)s1	17%	5.8µM*	-6%
COc1ccc(NC(=O)c2cc(S(=O)(=O)N3CCCC3)c[nH]2)cc1	13%	6%	-6%
CCOc1cc(Br)cc(/C=N/NC(=O)c2cccnc2)c1O	-4%	0.46µM*	-2%
Cc1nc(CSc2n[nH]c(=O)n2-c2ccccc2)cs1	-6%	-8%	-1%
